Bioassay records from PubChem BioAssay.
GPR35 arrestin U2OS: inhibition of zaprinast-stimulated GPR35 beta-arrestin translocation – imaging, U2OS, beta-arrestin-GFP, zaprinast agonist, primary screen (AID 2058); U2OS GPR35 beta-arrestin-GFP translocation imaging, zaprinast antagonism; higher % means a stronger effect; one-dose inhibition, % at 10 µM; IC50 in µM for titrated hits; 0.052% of 290,000 active;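 active = inhibition of at least 50% with at least 30 cells and total cytoplasm GFP at most 10,000,000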
Myeloid diff MLP: promotes myeloid progenitor differentiation; 1% of 360,000 active; calls only at 10 µM; ER-HoxA9 myeloid progenitors, lysozyme-GFP differentiation, flow cytometry;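 active = normalized GFP-positive differentiation at or above the plate's own cutoff, the solvent-only control mean plus 3 SD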;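 also: cells exposed to compound for four days before flow analysis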
Siah-1 displacement: blockers of Siah-1 interaction with plectin peptide – biochemical, fluorescence polarization, rhodamine-plectin, uHTS, primary screen (AID 1817); Siah-1 / rhodamine-plectin peptide fluorescence polarization; higher % means a stronger effect; one-dose displacement, % at 20 µM; IC50 in µM for titrated hits; 0.02% of 290,000 active;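 active = displacement of at least 50% at 20 µM, with a fluorescence ratio check between 0.3 and a set limit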;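 also: plate controls were Siah plus tracer with DMSO for no effect and tracer alone without Siah for full effect; strong numbers were not always called active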
MgcRacGAP inhibition: MgcRacGAP GTPase-activating activity inhibitors, confirmation, biochemical, ADP Hunter fluorescence | MgcRacGAP-stimulated Rac1 GTP hydrolysis, ADP Hunter fluorescence; higher % means a stronger effect; GST-tagged Rac1 F28L mutant substrate | inhibition, % at 30 µM; hits with a dose series show IC50 in µM | 0.6% of 340,000 active;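 active = first-screen hits whose inhibition reached a set limit at any dose in the follow-up dose series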;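 also: fluorescence reports GDP produced by GAP-driven GTP hydrolysis; strong numbers were not always called active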
NTR1 agonist: agonists of NTR1, primary screen, imaging, U2OS cells, beta-arrestin-GFP, high content (AID 493036); P30989; NTR1-U2OS beta-arrestin-GFP spot imaging, agonist mode; activation, % at 20 µM; 0.17% of 330,000 active;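 active = activation at or above 40% of the spot to cytoplasm intensity ratio, with at least 20 cells analyzed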;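 also: 0% = DMSO without peptide and 100% = 100 nM NTR1 peptide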
Target sequence (P30989 whole entry, looked up): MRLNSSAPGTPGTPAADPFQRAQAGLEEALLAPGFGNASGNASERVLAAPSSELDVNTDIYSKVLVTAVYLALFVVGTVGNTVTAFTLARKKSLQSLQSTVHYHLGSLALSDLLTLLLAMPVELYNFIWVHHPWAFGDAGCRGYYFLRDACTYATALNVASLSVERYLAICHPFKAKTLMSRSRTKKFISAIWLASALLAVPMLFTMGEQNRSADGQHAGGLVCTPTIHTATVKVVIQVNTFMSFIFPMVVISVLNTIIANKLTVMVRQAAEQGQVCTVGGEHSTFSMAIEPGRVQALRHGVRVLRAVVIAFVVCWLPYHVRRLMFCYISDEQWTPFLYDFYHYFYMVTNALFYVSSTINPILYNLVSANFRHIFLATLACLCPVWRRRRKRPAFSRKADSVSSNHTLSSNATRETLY
GPR55 antagonists: inhibition of LPI-stimulated GPR55 beta-arrestin translocation – imaging, U2OS, beta-arrestin-GFP, LPI agonist, primary screen (AID 2013) | U2OS GPR55 beta-arrestin-GFP translocation imaging, LPI antagonism; higher % means a stronger effect | 0.13% of 290,000 active | inhibition, % at 10 µM, or IC50 in µM where a hit was titrated;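 active = spots per cell inhibited over 60%, with over 100 cells counted and total cytoplasm intensity under 500,000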;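 also: U2OS cells stably carrying GPR55 and arrestin-GFP stimulated by 5 µM LPI near EC80; imaged beta-arrestin-GFP aggregate spots per cell after agonist stimulation; plate controls were LPI-stimulated DMSO wells for no effect and DMSO wells without LPI for full effect; some results filed as inactive read as strong as hits; confirmed hits need IC50 under 10 µM and bright autofluorescent wells are also inconclusive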
HIV fusion peptide: inhibitors of HIV fusion peptide binding, primary screen, biochemical, uHTS, fluorescence dequenching (AID 1986); 0.3% of 290,000 active; cell-free peptide binding, fluorescence dequenching, 30 min; higher % means a stronger effect; one-dose inhibition, % at 20 µM; IC50 in µM for titrated hits; in the data active = inhibition mostly above about 52%, no sharp cut-off; inactive = mostly below about 76%; also: some results filed as inactive read as strong as hits
Salmonella PhoP GFP: inhibitors of PhoP regulon expression, primary screen, Salmonella Typhimurium, GFP reporter (AID 1863); inhibition, % at 50 µM; hits with a dose series show IC50 in µM; S. Typhimurium PhoP-regulated promoter GFP reporter, 4 h; higher % means a stronger effect; 0.16% of 300,000 active;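 active = inhibition over 29.93%, a cutoff 3 SD above the screen mean, later confirmed by dose response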;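 also: 0% = low Mg2+ inducing control and 100% = high Mg2+ repressing control; strong numbers were not always called active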
LYP phosphatase: inhibitors of LYP phosphatase, biochemical, fluorescence intensity, uHTS (AID 1779); recombinant LYP phosphatase, fluorescence intensity; higher % means a stronger effect; one-dose inhibition, % at 11.5 µM; IC50 in µM for titrated hits; 0.054% of 290,000 active; in the data active = inhibition above about 50%;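 also: plate controls were vehicle with enzyme for no effect and no enzyme for full effect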
NTR1 agonist cell count 20 µM: second read-out of NTR1 agonist, no call of its own (marks repeat the call); cell count; measured here: cell count, cytotoxicity flag
Myeloid diff MLP GFP+ MAC1+ %: second read-out of Myeloid diff MLP, no call of its own (marks repeat the call); GFP+ MAC1+ double positive, %; measured here: differentiation confirmed by MAC1 staining
Active calls of the source: *; i = inactive; x = not tested or not shown.

1. CCC(C)[C@H](NC(=O)NCC1CCCO1)C(=O)OC (some centres not stated)
2. Cc1ccc(C(=O)NCCCc2ccccc2)c(Cl)c1
3. COc1cc2c(cc1OC)C(c1ccccc1)NCC2 (configuration not stated)
4. CCC1CCCCN1C(=O)CSc1nnc(-c2ccc(Cl)cc2)o1 (configuration not stated)
5. Cc1cc(C)cc(NC(=O)c2cccc(C(=O)Nc3cc(C)cc(C)c3)n2)c1
6. O=C(CSc1ncnc2sc3c(c12)CCCCC3)NCc1ccco1
7. Cn1c(=O)nc2n(Cc3ccccc3)c3cccc(Cl)c3cc-2c1=O
8. CCc1ccccc1NS(=O)(=O)c1ccc2[nH]cc(C(=O)NCC3CCCO3)c(=O)c2c1 (configuration not stated)
assay / compound	1	2	3	4	5	6	7	8
GPR35 arrestin U2OS	-0.5%	6.0%	1.9%	-2.6%	-1.9%	14.2%	-15.3%	1.2%
Myeloid diff MLP	i	i	i	i	i	i	i	i
Myeloid diff MLP GFP+ MAC1+ %	1.8	0.8	0.6	2.1	0.2	2.3	0.7	0.2
Siah-1 displacement	-4.0%	-1.4%	3.4%	-0.1%	-0.2%	-8.3%	-5.8%	17.4%
MgcRacGAP inhibition	4.6%	10.2%	9.5%	2.2%	10.8%	4.9%	6.5%	12.1%
NTR1 agonist	0.1	-0.5	0.1	2.4	-1.4	2.6	5.3	-3.3
NTR1 agonist cell count 20 µM	78	56	81	47	62	46	65	104
GPR55 antagonists	31.0%	-0.8%	0.2%	-9.3%	8.2%	10.5%	-17.9%	5.6%
HIV fusion peptide	-0.6%	0.7%	1.5%	-1.8%	4.0%	-0.1%	0.0%	-0.1%
Salmonella PhoP GFP	0.1%	5.2%	-3.6%	13.1%	-4.6%	1.4%	-8.9%	4.0%
LYP phosphatase	-0.5%	-9.9%	-1.3%	0.8%	-3.1%	-8.5%	-5.3%	-3.9%

Copied from above for reference:
1. CCC(C)[C@H](NC(=O)NCC1CCCO1)C(=O)OC (some centres not stated)
2. Cc1ccc(C(=O)NCCCc2ccccc2)c(Cl)c1
assay / compound	1	2
GPR35 arrestin U2OS	-0.5%	6.0%
Myeloid diff MLP	i	i
Myeloid diff MLP GFP+ MAC1+ %	1.8	0.8
Siah-1 displacement	-4.0%	-1.4%
MgcRacGAP inhibition	4.6%	10.2%
NTR1 agonist	0.1	-0.5
NTR1 agonist cell count 20 µM	78	56
GPR55 antagonists	31.0%	-0.8%
HIV fusion peptide	-0.6%	0.7%
Salmonella PhoP GFP	0.1%	5.2%
LYP phosphatase	-0.5%	-9.9%

Continuation.
9. Clc1ccc(CSc2nnc([C@@H]3CCCN3)o2)cc1Cl
10. O=C(NCc1cccnc1)c1ccc(N2CCOCC2)c([N+](=O)[O-])c1
11. CCC(=O)NC(=S)Nc1ccc(NC(=O)COc2ccc(Cl)c(C)c2)cc1
12. COCCn1c(SCC(=O)Nc2sccc2C(N)=O)nc2cc(Cl)ccc2c1=O
13. O=c1[nH]c2cc(Cl)ccc2c(O)c1-c1cccc(Oc2ccccc2)c1
14. COc1ccc(S(=O)(=O)N2CCC(C(N)=O)CC2)cc1C(=O)N1CCCCCC1
15. CC1=C(C(=O)NC2CC(C)(C)Cc3c2cnn3-c2ccc(C)cc2)OCCO1 (configuration not stated)
16. CCCNC(=O)NC(=O)COC(=O)c1oc2ccc(OCC)cc2c1C
assay / compound	9	10	11	12	13	14	15	16
GPR35 arrestin U2OS	23.8%	-0.8%	-1.9%	18.6%	x	-10.0%	7.1%	5.7%
Myeloid diff MLP	i	i	i	i	i	i	i	i
Myeloid diff MLP GFP+ MAC1+ %	0.5	0.8	0.0	1.0	2.5	0.4	0.6	1.7
Siah-1 displacement	1.2%	-2.8%	9.4%	1.7%	x	0.3%	-1.4%	7.5%
MgcRacGAP inhibition	8.7%	0.9%	-0.9%	18.1%	-6.0%	-2.9%	6.3%	8.6%
NTR1 agonist	-0.6	5.2	7.9	3.0	5.5	1.3	1.8	-0.7
NTR1 agonist cell count 20 µM	55	70	57	59	63	67	60	50
GPR55 antagonists	12.2%	13.6%	10.6%	17.1%	x	-3.8%	11.0%	-2.9%
HIV fusion peptide	0.9%	-0.7%	2.0%	2.8%	x	-1.2%	1.3%	-1.5%
Salmonella PhoP GFP	25.8%	-12.1%	-12.8%	-5.0%	-3.7%	-5.0%	9.3%	-1.9%
LYP phosphatase	-7.6%	-4.1%	-5.3%	-1.7%	x	-6.4%	-8.1%	-7.3%

Numbers 7 through 16, quoted:
7. Cn1c(=O)nc2n(Cc3ccccc3)c3cccc(Cl)c3cc-2c1=O
8. CCc1ccccc1NS(=O)(=O)c1ccc2[nH]cc(C(=O)NCC3CCCO3)c(=O)c2c1 (configuration not stated)
9. Clc1ccc(CSc2nnc([C@@H]3CCCN3)o2)cc1Cl
10. O=C(NCc1cccnc1)c1ccc(N2CCOCC2)c([N+](=O)[O-])c1
11. CCC(=O)NC(=S)Nc1ccc(NC(=O)COc2ccc(Cl)c(C)c2)cc1
12. COCCn1c(SCC(=O)Nc2sccc2C(N)=O)nc2cc(Cl)ccc2c1=O
13. O=c1[nH]c2cc(Cl)ccc2c(O)c1-c1cccc(Oc2ccccc2)c1
14. COc1ccc(S(=O)(=O)N2CCC(C(N)=O)CC2)cc1C(=O)N1CCCCCC1
15. CC1=C(C(=O)NC2CC(C)(C)Cc3c2cnn3-c2ccc(C)cc2)OCCO1 (configuration not stated)
16. CCCNC(=O)NC(=O)COC(=O)c1oc2ccc(OCC)cc2c1C
assay / compound	7	8	9	10	11	12	13	14	15	16
GPR35 arrestin U2OS	-15.3%	1.2%	23.8%	-0.8%	-1.9%	18.6%	x	-10.0%	7.1%	5.7%
Myeloid diff MLP	i	i	i	i	i	i	i	i	i	i
Myeloid diff MLP GFP+ MAC1+ %	0.7	0.2	0.5	0.8	0.0	1.0	2.5	0.4	0.6	1.7
Siah-1 displacement	-5.8%	17.4%	1.2%	-2.8%	9.4%	1.7%	x	0.3%	-1.4%	7.5%
MgcRacGAP inhibition	6.5%	12.1%	8.7%	0.9%	-0.9%	18.1%	-6.0%	-2.9%	6.3%	8.6%
NTR1 agonist	5.3	-3.3	-0.6	5.2	7.9	3.0	5.5	1.3	1.8	-0.7
NTR1 agonist cell count 20 µM	65	104	55	70	57	59	63	67	60	50
GPR55 antagonists	-17.9%	5.6%	12.2%	13.6%	10.6%	17.1%	x	-3.8%	11.0%	-2.9%
HIV fusion peptide	0.0%	-0.1%	0.9%	-0.7%	2.0%	2.8%	x	-1.2%	1.3%	-1.5%
Salmonella PhoP GFP	-8.9%	4.0%	25.8%	-12.1%	-12.8%	-5.0%	-3.7%	-5.0%	9.3%	-1.9%
LYP phosphatase	-5.3%	-3.9%	-7.6%	-4.1%	-5.3%	-1.7%	x	-6.4%	-8.1%	-7.3%

The results go on:
17. Cc1ccc(C(=O)NCC(=O)OCC(=O)c2ccc3c(c2)NC(=O)CO3)cc1
18. O=C(Nc1ccc2c(c1)OCO2)C1COc2ccccc2O1 (configuration not stated)
19. Cc1ccc2c(=O)c(C(=O)NCc3cccs3)c[nH]c2c1
20. N#Cc1c(-c2ccccc2Cl)cc(C2CC2)nc1N
21. O=C(c1ccccc1)N1CCN(C(=O)c2cc3nc(-c4ccccc4)cc(C(F)(F)F)n3n2)CC1
22. CCCN(C(=O)C1CCN(S(=O)(=O)c2ccc(OC)c(OC)c2)CC1)C1CCS(=O)(=O)C1 (configuration not stated)
23. CC(C)Cn1c(-c2cccnc2)nc2c1c(=O)[nH]c(=O)n2CC(C)C
assay / compound	17	18	19	20	21	22	23
GPR35 arrestin U2OS	2.7%	-0.6%	-7.4%	3.3%	13.0%	x	-8.2%
Myeloid diff MLP	i	i	i	i	i	i	i
Myeloid diff MLP GFP+ MAC1+ %	0.3	0.7	1.2	0.4	0.3	0.8	0.5
Siah-1 displacement	2.1%	4.6%	-0.7%	2.8%	-2.3%	x	4.4%
MgcRacGAP inhibition	3.4%	3.5%	7.3%	0.4%	9.1%	4.2%	4.3%
NTR1 agonist	-1.4	-0.6	0.2	2.0	1.1	1.0	-1.2
NTR1 agonist cell count 20 µM	74	77	51	35	52	54	99
GPR55 antagonists	8.9%	-5.0%	3.2%	-10.3%	-10.0%	x	1.1%
HIV fusion peptide	0.0%	-0.5%	-1.8%	-1.5%	0.4%	x	0.8%
Salmonella PhoP GFP	-4.0%	-1.8%	5.4%	-2.0%	3.7%	-10.0%	-8.0%
LYP phosphatase	-4.3%	-4.4%	-4.0%	-9.9%	-13.2%	x	-2.8%

Random draw from the library; about 2.4% have a hit in one of these screens.
